# GalR3 antag: GalR3 antagonists in HEK293 cells, primary screen, cell-based, fluorescence readout | Galanin receptor type 3 (Homo sapiens), O60755 | HEK293 GalR3-CNG cAMP membrane potential fluorescence; galR3 body fused to GalR1 C-terminus | inhibition, % at 3 µM | 0.44% of 360,000 active;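 active = inhibition above the screen-wide average plus 3 SD, cut at about 13% in these data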;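 also: forskolin and galanin both at EC90 stimulate the cells; cAMP rise reported by CNG channel membrane potential dye signal; 0% = forskolin plus galanin with DMSO and 100% = forskolin alone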
# Target sequence (O60755 1-299 limits assumed): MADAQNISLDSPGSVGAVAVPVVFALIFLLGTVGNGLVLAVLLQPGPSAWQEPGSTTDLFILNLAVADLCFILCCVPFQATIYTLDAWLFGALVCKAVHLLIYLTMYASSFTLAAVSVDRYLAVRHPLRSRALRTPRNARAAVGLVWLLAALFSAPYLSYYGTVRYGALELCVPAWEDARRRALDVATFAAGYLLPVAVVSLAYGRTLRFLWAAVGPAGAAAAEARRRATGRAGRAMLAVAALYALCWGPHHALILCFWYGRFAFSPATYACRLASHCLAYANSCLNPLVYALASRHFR
# * marks the source's active call; other numbers are inactive results. The list is partial; count on the stated rates, not on these rows.
Compound	GalR3 antag
CCC(=O)N1Cc2cc(C(=O)N(C)C)nc(-c3cccc(-c4cncnc4)c3)c2[C@@H]1CCO	-6
CN(C)c1cccc(CNC(=O)c2csc([C@H]3C[C@H](O)[C@@H](CO)O3)n2)c1	-5
O=C(NCc1cccc(C(F)(F)F)c1)c1ccc2nc([C@@H]3O[C@H](CO)[C@@H](O)[C@H]3O)[nH]c2c1	-2
COc1cc(C(O)c2nc(-c3cccs3)cs2)ccc1F (configuration not stated)	-3
[O-][n+]1ccccc1C(O)CSc1ccccc1 (configuration not stated)	-6
CCOc1ccc(Cl)cc1-c1cc(C(=O)Nc2ccc(Br)cc2)[nH]n1	-7
CCCCN(C=O)c1c(CC)nc2ccc(C(=O)N3CCN(c4ccccc4)CC3)cn12	-3
CC1(C(=O)Nc2cccc3ncccc23)CCN1C(=O)C1(c2ccccc2)CC1 (configuration not stated)	-7
COc1cccc(C(C)(O)c2nc(-c3cnn(C)c3)cs2)c1 (configuration not stated)	1
CCN(C)C1CN(Cc2cn(Cc3ccc(F)cc3)nn2)S(=O)(=O)C1 (configuration not stated)	-3
COCCCNc1ccn2nc(-c3ccc(Cl)cc3)cc2n1	-6
Cn1cc([C@]2(O)C(=O)Nc3ccccc32)c2ccccc21	-5
Cc1c(COc2ccc3ccccc3c2)nnn1CC(=O)NS(=O)(=O)c1ccccc1C(F)(F)F	-2
CC(=O)N1CCC(c2nc3ccccc3n2C(C)C(=O)NCc2ccccc2)CC1 (configuration not stated)	-8
c1ccc(CNc2c(C3CCNCC3)nc3scc(-c4ccccc4)n23)cc1	-6
O=S(=O)(c1ccc(C(F)(F)F)cc1)N1CCCc2nc(-c3ccc(F)cc3)ccc21	-7
COc1ccc(CNC(=O)Nc2ccc3c(c2)c(=O)n(C)n3Cc2cccc(C(F)(F)F)c2)cc1	-6
OC(c1ccccc1)c1nc(/C=C/c2ccccc2)cs1 (configuration not stated)	-7
COC(=O)CC#C[C@H](C)[C@@H](NS(C)(=O)=O)C(C)(C)COCc1ccccc1	-7
CCNC(=O)C1(C)CCCN(CC(=O)c2ccccc2OC)C1 (configuration not stated)	-5
C=CCCC1CN(CC=C)S(=O)(=O)c2c(F)cccc2O1 (configuration not stated)	-7
COc1cccc(-c2csc(Nc3ccc(Oc4ccccc4)cc3)n2)c1	-4
COc1ccc(C(=O)c2[nH]c(N)c(C(N)=O)c2-c2ccc(OC)c(OC)c2)cc1	-7
CC(C)NC(=O)c1cc(C2CCCCN2S(=O)(=O)c2ccc(C#N)cc2)on1 (configuration not stated)	-4
COC(=O)c1c(-c2ccc(OC)cc2)c2c(c3c4cc(OC)ccc4n(S(=O)(=O)c4ccc(F)cc4)c13)C(=O)N(C)C2	-4
CSCCC(C(=O)NC1CCCC1)n1c(C2CC2)nc2ccccc21 (configuration not stated)	-9
C=Cc1ccc(Cn2c(C)c(C(=O)NCc3ccc4c(c3)OCCO4)sc2=O)cc1	-3
CCCc1nc2c(C)cc(Br)cn2c1Cc1cccc(Cl)c1	-6
COCCCN1C(=O)C(CC(=O)NCc2cccc3ccccc23)CC(C(=O)N(C(C)C)C(C)C)=C1C (configuration not stated)	8
CC(=O)C1=CCC(c2ccc(Br)cc2)N(S(=O)(=O)c2ccc(C)cc2)C1 (configuration not stated)	-6

# The list goes on; the last 4 above are carried over.
Compound	GalR3 antag
C=Cc1ccc(Cn2c(C)c(C(=O)NCc3ccc4c(c3)OCCO4)sc2=O)cc1	-3
CCCc1nc2c(C)cc(Br)cn2c1Cc1cccc(Cl)c1	-6
COCCCN1C(=O)C(CC(=O)NCc2cccc3ccccc23)CC(C(=O)N(C(C)C)C(C)C)=C1C (configuration not stated)	8
CC(=O)C1=CCC(c2ccc(Br)cc2)N(S(=O)(=O)c2ccc(C)cc2)C1 (configuration not stated)	-6
COc1ccc(C(C)(O)c2nc(-c3cccc(C(F)(F)F)c3)cs2)cc1 (configuration not stated)	1
O=C(NCCO)c1cccc(-c2cccc3nncn23)c1	-6
C[C@@H]1CN([C@@H](C)CO)C(=O)CCCn2cc(nn2)CO[C@H]1CN(C)C(=O)Nc1cccc(Oc2ccccn2)c1	-4
COCCNc1ncnc2c1ncn2[C@H]1CN(Cc2ccc3c(c2)OCO3)C[C@@H](CO)O1	-2
Cc1[nH]nc2c1C(c1ccc(Br)cc1)NC2=O (configuration not stated)	-4
Cc1ccc(NC(=O)c2ccc(-c3cc(Cl)ccc3Cl)o2)c(C)c1	-8
COCCCNC(=O)c1cccc2c(-c3cccc(C(N)=O)c3)coc12	-5
Cc1ccccc1S(=O)(=O)N1CCCc2nc(C)c(C)cc21	-7
O=C(NC1CCCCC1)c1nc(-c2c(F)cccc2F)oc1-c1ccccc1	1
CC(C)C[C@H]1COc2ccc(Cl)cc2S(=O)(=O)N1	-6
Nc1[nH]c(C(=O)c2ccccc2)c(-c2ccc(Br)cc2)c1C(=O)c1cccs1	-5
CN(C)c1ccc(C(=O)N2CCC2(C)C(=O)O)cc1 (configuration not stated)	-4
CCNC(=O)C1(C)CCCN(Cc2noc(-c3c(C)noc3C)n2)C1 (configuration not stated)	-1
Nc1ccn([C@@H]2O[C@H](C(=O)N[C@H]3CCCCNC3=O)[C@@H](O)[C@H]2O)c(=O)n1	-4
O=C(NCc1ccncc1)[C@@H]1CCCN1C(=O)[C@H]1CCCN1C(=O)c1c(F)cccc1F	-6
O=C1N[C@@H](Cc2ccccc2)C(=O)N2[C@H]1CSCCS2(=O)=O	-1
C[C@H]1CN([C@@H](C)CO)C(=O)CCCn2nncc2CO[C@H]1CN(C)C(=O)Nc1cccc2ccccc12	-6
O=C(NCC[C@H]1CC[C@H](NS(=O)(=O)c2ccccc2F)[C@@H](CO)O1)c1ccc(F)cc1	-7
O=C(NCC1CCN(C(=O)C(=O)c2cc3ccccc3o2)CC1)c1cccnc1	-7
FC(F)(F)c1cc(Cc2nc3ccccc3n2C(CCc2ccccc2)c2nc3ccccc3[nH]2)cc(C(F)(F)F)c1 (configuration not stated)	-5
CC(C)C[C@H]1CN([C@@H](CC(C)C)CN2CCCC2CN2C(=S)NC[C@@H]2Cc2ccccc2)C(=S)N1CC1CCCCC1 (some centres not stated)	-5
O=C(NC(c1ccccc1)c1ccc2ccccc2n1)C1CCN(Cc2cccc(C(F)(F)F)c2)CC1 (configuration not stated)	-8
COc1ccc(NC(=O)c2cc(C3CCCCN3C(=O)c3ccc4c(c3)CCO4)on2)c(C)c1 (configuration not stated)	3
O=C(Nc1c(F)c(F)c(F)c(F)c1F)OC[C@@H]1CSCCS(=O)(=O)N1	-3
CCOc1ccc(CCN2C(=O)C(=O)N([C@@H](CC(C)C)CN3CCC[C@H]3CN3C(=O)C(=O)NC[C@@H]3Cc3ccccc3)C[C@@H]2Cc2ccc(O)cc2)cc1	-5
COCCNC(=O)C1(C)CCCN(C(=O)c2ccc3snnc3c2)C1 (configuration not stated)	-1
CC(C)C[C@H]1COc2cccc(N3CCC[C@@H]3CO)c2S(=O)(=O)N1	-5
COc1cc2c(NCCCCCCO[N+](=O)[O-])ncnc2c(OC)c1OC	-3
CC1(C(=O)NS(=O)(=O)c2ccc(Cl)cc2)CCN1C(=O)Cc1ccccc1Cl (configuration not stated)	-6
Cc1nc2c(OCC(=O)C(C)(C)C)cccn2c1N(C)Cc1cccs1	-7
COc1ccc(OC)c(S(=O)(=O)NC(=O)C2(C)CCN2C(=O)CC2CCCC2)c1 (configuration not stated)	-1
COC(=O)c1cc2c(c3c4cc(C)ccc4n(S(=O)(=O)c4ccc(C)cc4)c13)C(=O)N(C)C2	-6
Cc1cc(C)c2nc(-c3ccccc3)ccc2c1	-6
CC(C)c1cccc(-c2csc(C(C)(O)c3ccccc3)n2)c1 (configuration not stated)	-2
NC(=O)c1cccc(-c2cnc3c(Nc4cccc(OC(F)(F)C(F)F)c4)nccn23)c1	-9
CCNC(=O)C1(C)CCCN(C(=O)c2cc(OC)ccc2Br)C1 (configuration not stated)	-4
CC(OC(=O)c1ccc(S(C)(=O)=O)c([N+](=O)[O-])c1)C(=O)NC1C2CC3CC(C2)CC1C3 (configuration not stated)	-10
COC(=O)CCCn1cc(CN2CC(N3CCN(C4CCN(C)CC4)CC3)CS2(=O)=O)nn1 (configuration not stated)	-5
CCCNC(=O)C1(C)CCN(CCC(=O)c2ccc(Br)cc2)C1 (configuration not stated)	-2
COc1cccc(CNc2nc(NCC3CC3)nc3ccsc23)c1OC	-3
CCOC(=O)C1=NOC2(C1)C(=O)Nc1ccc(OC(F)(F)F)cc12 (configuration not stated)	-5
CCOC(=O)C1=C[C@@H](c2ccccc2)N(S(=O)(=O)c2ccc(C)cc2)[C@H]1c1ccccc1Cl	-7
COC(=O)c1ccccc1COc1cccn2c(N(C)C(=O)CCC3CCCC3)c(C)nc12	-2
O=C(C(=O)N1CCCN(Cc2ccc(F)cc2)CC1)c1ccccc1	-3
CN(C(=O)[C@H]1O[C@@H](n2cnc(C(N)=O)n2)[C@H](O)[C@@H]1O)c1ccccc1	-7
COc1ccc(CN2C(=O)C(CC(=O)NCCc3ccccn3)CC(C(=O)N3CCOCC3)=C2C)cc1 (configuration not stated)	2
COc1cc(CN2C(=O)C(CCc3ccccc3)ON=C2c2cnccn2)cc(OC)c1 (configuration not stated)	-2
Cc1ccc(Cn2cc(CN3CC(N(C)C)CS3(=O)=O)nn2)cc1 (configuration not stated)	-5
COc1ccc(OC)c(S(=O)(=O)NCC2CCN(C(=O)C(=O)c3cc4ccccc4o3)CC2)c1	-6
CC(C)CNc1cccc2c1S(=O)(=O)N[C@H](CC(C)C)CO2	-5
Cn1c(N)nc(N)c(NC=O)c1=O	-6
COc1ccc(Cl)cc1Cn1c(C)c(C(=O)NCc2ccc(F)cc2)sc1=O	-4
Cc1ccsc1C(=O)N1CCC1(C)C(=O)NCCC#N (configuration not stated)	2
COc1ccc(-c2c(Sc3ccccc3)c3cc(-c4ccc(OC)c(F)c4)ccc3n2C)cc1	-3
COC(=O)CCN(Cc1ccc(OC)cc1OC)S(=O)(=O)c1ccccc1Br	-8
CC1(c2nnnn2-c2ccc3c(c2)OCCO3)CCC(=O)N1CCCn1ccnc1 (configuration not stated)	-5
Cc1c(C(=O)NCc2cccc(Cl)c2)sc(=O)n1Cc1cccc(F)c1	0
CCc1nc2ccc(C(=O)NCCc3ccccn3)cn2c1N(CCC(C)C)CCN(C)C	-6
Cc1noc(C)c1-c1ccc(C(=O)NCC2CC2)c2occc12	-4
COc1ccc(C=NN(C)C(=O)Nc2cccc(Cl)c2)cc1OC	-6

# Other entries
canonical_smiles,GalR3 antag
Cc1nc2ccc(C(=O)NCCCN3CCCC3=O)cn2c1N(C)C(=O)CCc1ccccc1,-7
Cc1ccc(Cl)cc1-c1cc(C(=O)NCc2cccc(Cl)c2)[nH]n1,-5
COc1ccc(OC)c(S(=O)(=O)NC(=O)C2(C)CCN2C(=O)C2(c3ccc(Cl)cc3)CC2)c1 (configuration not stated),-8
CNc1cncc(-c2ccc(OC)cc2)n1,-4
CCCCNS(=O)(=O)c1cccc(NC(=O)[C@@H]2O[C@H](CO)[C@@H](O)[C@H]2O)c1,-5
CCCCOCC1CN(CCCC)S(=O)(=O)c2c(cccc2Sc2ccc(OC)c(OC)c2)O1 (configuration not stated),-3
CC(C)N(C(=O)c1ccc(Cc2cn(C)c3ccccc23)nc1)C(C)C,-7
COC(=O)C1=C(C)N(Cc2ccccc2C(F)(F)F)C(=NCc2ccccc2)NC1c1ccc(C(F)(F)F)cc1 (configuration not stated),-5
CC(C)C[C@H]1CN(CCCC[C@H]2CNC(=O)C(=O)N2CCc2ccccc2)C(=O)C(=O)N1CCc1ccc(O)cc1,-6
Cc1c(C(=O)N2CCCC2(C)C(=O)NCC(C)C)oc2ccccc12 (configuration not stated),-2
Cc1ccc(S(=O)(=O)N2C[C@H]3[C@H]4C(=O)N(c5ccccc5)C(=O)[C@H]4CC(=O)[C@H]3[C@@H]2c2ccccc2)cc1,-5
CCOC(=O)N(C)c1c(CC)nc2c(OCc3cc(Cl)cc(Cl)c3)cccn12,-6
CCNC(=O)C1(C)CCCN(Cc2ccc(-n3ccnc3)cc2)C1 (configuration not stated),-5
OC(c1ccccc1)(c1ccccc1)C1CCN(CCCOc2ccncc2)CC1,-9
CCCCNC(=O)C(NC(=O)c1ccc(=O)[nH]c1)C(=O)c1ccccc1 (configuration not stated),-1
CCCCCCCCN1C(=O)[C@H](CC(=O)NCc2cccc3ccccc23)C[C@@]2(C(=O)OCC)CCCC=C12,-3
COC(=O)[C@]12CCCCC=C1N(CCc1ccc(OC)c(OC)c1)C(=O)[C@H](CC(=O)NCc1cccc(C(F)(F)F)c1)C2,-8
COc1ccc(OC)c(NC(=O)C2(C)CCN2Cc2ccc(SC)cc2)c1 (configuration not stated),-8
O=C(NC(c1ccc(Cl)cc1)c1ccsc1)C1CCN(Cc2ccc(Oc3ccccc3)cc2)CC1 (configuration not stated),-5
OC(c1ccc(F)cc1)c1nc(-c2cc3ccccc3o2)cs1 (configuration not stated),-5
CCOc1ccc(NC(=O)C2CCCN(S(=O)(=O)c3ccc4c(c3)C(C)(C)C(=O)N4C)C2)cc1 (configuration not stated),6
Cc1nc(NC(=O)C(C)(C)C)sc1C(=O)Cn1cc(CCCC#N)nn1,-5
CCO/C(C)=N/Oc1cnc2ccccc2c1,-5
COc1cccc(-c2cnc(C(O)c3ccc(Cl)cc3C)[nH]2)c1 (configuration not stated),-7
CCC(C(=O)NC(C)(C)C)n1c(-c2ccc(C)cc2)nc2ccccc21 (configuration not stated),-6

# Some of the entries so far, as labelled records:
OC(c1ccc(F)cc1)c1nc(-c2cc3ccccc3o2)cs1 (configuration not stated)
  GalR3 antag: -5

Cc1nc(NC(=O)C(C)(C)C)sc1C(=O)Cn1cc(CCCC#N)nn1
  GalR3 antag: -5

CCO/C(C)=N/Oc1cnc2ccccc2c1
  GalR3 antag: -5

CCOc1ccc(NC(=O)C2CCCN(S(=O)(=O)c3ccc4c(c3)C(C)(C)C(=O)N4C)C2)cc1 (configuration not stated)
  GalR3 antag: 6
